MC4R barr agon: activates human MC4R beta-arrestin recruitment. P32245. 0.98% of 360,000 active. AID 540308. activation, % at 8.9 µM. U2OS MC4R beta-arrestin complementation, luminescence; percent of melanotan II response, DMSO zero;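 active means activation above a per-plate cutoff, the mean activation of sample wells on that plate plus 3 SD, cut at about 8% in these data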
MC4R antag cAMP: blocks human MC4R cAMP signaling; inhibition, % at 6.5 µM; 0.48% of 360,000 active; AID 540295; MC4R-expressing cells, MTII-stimulated cAMP, LANCE TR-FRET;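 active means inhibition above its plate's cutoff, the mean of tested wells on that plate plus 3 SD, cut at about 29% in these data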;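 further: 0% = Melanotan II alone and 100% = Melanotan II plus saturating MCL0020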
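Assay system: human MC4R-expressing U2OS cells; reagent: Melanotan II stimulation of cells; dosing: 6.5 µM single dose; timing: compound 30 min, challenge 1 h, detection 1 h; signal: TR-FRET cAMP assay; replicates: one well per compound, no replicates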
ABHD5-PLIN5 inh: ABHD5-PLIN5 protein interaction inhibition; AID 602281; Split G. princeps luciferase complementation, luminescence, 4 h; 0.78% of 360,000 active; Q00G26+Q8WTS1; inhibition, % at 4 µM;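 active means inhibition above the mean inhibition across every tested compound plus 3 SD, cut at about 22% in these data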;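 further: 0% = DMSO only wells and the 100% control is not disclosed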
N-glyco inh: N-linked glycosylation inhibition; reporter increase, % at 12.5 µM; 0.23% of 360,000 active; D54 ERlucT glycosylation luciferase reporter, 24 h; percent of 100 nM tunicamycin response;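 active means mean luciferase reporter signal, scaled so untreated is 0 and the glycosylation-blocking control 100, at or above a set limit in every replicate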;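 further: luciferase carries N-glycosylation sites so blocking glycosylation raises the light; 0% = median of neutral control wells and 100% = median of 100 nM tunicamycin wells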
HTR2A ag: mouse HTR2A agonism via beta-arrestin recruitment | P35363 | CHO-K1 mHTR2A beta-arrestin complementation, luminescence; percent of 30 µM serotonin response | activation, % at 7.6 µM | 0.66% of 360,000 active | AID 624169;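 active means activation above a run cutoff, the mean activation of all tested compounds plus 3 SD, cut at about 14% in these data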;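 further: 0% = plate median of compound wells and 100% = 30 µM serotonin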
Target sequence (P35363 whole entry, looked up): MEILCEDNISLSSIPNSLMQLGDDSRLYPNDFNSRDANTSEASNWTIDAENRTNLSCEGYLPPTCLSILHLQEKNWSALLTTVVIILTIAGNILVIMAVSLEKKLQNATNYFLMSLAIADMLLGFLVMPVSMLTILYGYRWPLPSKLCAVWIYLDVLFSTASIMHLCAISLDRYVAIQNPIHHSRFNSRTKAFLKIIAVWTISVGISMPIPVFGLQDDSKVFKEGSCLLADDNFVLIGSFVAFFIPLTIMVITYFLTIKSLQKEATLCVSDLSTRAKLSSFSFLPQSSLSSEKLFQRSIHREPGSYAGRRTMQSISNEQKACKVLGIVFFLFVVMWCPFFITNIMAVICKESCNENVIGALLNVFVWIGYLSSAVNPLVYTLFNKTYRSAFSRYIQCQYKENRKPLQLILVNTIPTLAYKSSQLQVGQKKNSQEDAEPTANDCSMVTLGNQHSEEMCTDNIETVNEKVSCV
ABCB6 inh 2: blocks the human ABCB6 transporter; AID 602162; fluorescence ratio to DMSO, % at 10 µM; K562-ABCB6 porphyrin accumulation, flow cytometry, 1 h; hits give low values; Q9NP58; 0.19% of 360,000 active;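 active means fluorescence ratio to DMSO below 75%, the collection mean minus 3 SD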;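 further: signal is porphyrin accumulated inside mitochondria; 100% equals median channel fluorescence of DMSO control wells; lower ratio means ABCB6 inhibition with less porphyrin fluorescence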
Granule exo inh: blocks lytic granule exocytosis; TALL-104 LAMP-1 surface exposure, flow cytometry; cells stimulated with thapsigargin and PMA; inhibition, % at 10 µM; 0.66% of 360,000 active;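 active means inhibition above about 55%, limit read from the data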
Cardio protect: myocardial damage modulation in H9c2 cells; H9c2 cardiomyocytes, H2O2 injury protection, ATPLite, 2 h; AID 588492; 0.63% of 360,000 active; protection from H2O2 cell death, % at 20 µM;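 active means compounds giving at least 50% protection of heart cells from peroxide-induced death in the single-dose screen, raw or plate-pattern-corrected value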;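 further: 0% = DMSO wells with peroxide and 100% = DMSO wells without peroxide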
PDI inh: blocks human protein disulfide isomerase activity; 0.052% of 350,000 active; P07237; PDI insulin aggregation turbidity, A650, 90 min; inhibition, % at 10 µM; AID 588391;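 active means mean inhibition across replicates of 30% or more, whatever share of single replicates reach that level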;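 further: absorbance from insulin aggregation driven by PDI reduction with DTT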
Target sequence (P07237 whole entry, looked up): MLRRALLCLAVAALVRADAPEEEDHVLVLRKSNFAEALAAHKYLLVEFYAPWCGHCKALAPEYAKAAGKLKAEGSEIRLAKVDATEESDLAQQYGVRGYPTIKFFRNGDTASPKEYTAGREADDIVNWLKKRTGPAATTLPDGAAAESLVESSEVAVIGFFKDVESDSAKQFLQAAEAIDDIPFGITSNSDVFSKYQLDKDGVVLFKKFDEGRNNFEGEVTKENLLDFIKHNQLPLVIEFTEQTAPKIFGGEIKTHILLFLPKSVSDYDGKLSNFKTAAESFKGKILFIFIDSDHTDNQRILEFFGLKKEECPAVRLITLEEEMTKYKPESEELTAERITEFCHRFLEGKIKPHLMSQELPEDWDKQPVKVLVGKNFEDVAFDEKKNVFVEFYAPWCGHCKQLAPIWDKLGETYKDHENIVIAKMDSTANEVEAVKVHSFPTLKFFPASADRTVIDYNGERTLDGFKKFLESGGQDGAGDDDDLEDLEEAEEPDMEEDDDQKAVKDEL
CaV13 ICDI inh: Disruptors of the CACNA1D IQ motif to Ca2+-dependent inactivation inhibitor domain association, primary screening, Förster resonance energy transfer in intact living … | HEK cells, CFP/YFP FRET ICDI-IQ, plate reader, 10 min; percent FRET-ratio fall versus neutral wells | inhibition, % at 12.3 µM | 0.098% of 340,000 active;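 active means mean replicate inhibition of at least 30% and at least 1% of replicates passing that level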;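 further: 0% = median of the neutral control wells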
Numbers without * were called inactive; nt = not tested or not shown.

Sequence of screens – Cardio protect	MC4R barr agon	HTR2A ag	ABHD5-PLIN5 inh	ABCB6 inh 2	PDI inh	Granule exo inh	N-glyco inh	MC4R antag cAMP	CaV13 ICDI inh
- CSc1nc(Cl)c(Cc2ccc(OC(C)C)cc2)c(N(C)C)n1
  -25.9	0.1	-3.4	-0.9	92.0	-9.2	0.2	-4.8	12.2	-4.8
- Nc1c(C(=O)N2CCCCCC2)oc2ccccc12
  -4.1	-0.5	3.9	-1.6	87.0	-8.7	-0.1	1.2	-3.1	-5.1
- COc1ccc(CNC(=O)CN(CC2CCCO2)C(=O)CNS(=O)(=O)c2ccccc2)cc1 (stereo unspecified)
  5.2	-0.6	-0.4	4.7	95.0	-13.5	-2.1	0.7	0.4	-1.3
- COCCCN1C(=O)c2ccc(C(=O)N3CCN(c4ccccc4OC)CC3)cc2C1=O
  0.5	-3.5	0.2	-2.2	98.0	0.8	-2.7	-0.6	17.1	-15.3
- c1ccc(-n2cc(CN3CCCC3)c(-c3ccc4c(c3)OCO4)n2)cc1
  3.2	-1.2	-3.5	1.8	96.0	7.3	-1.6	-1.0	6.0	-0.3
- O=C1/C(=C/c2ccc(F)cc2)SC(=S)N1CC(=O)N1CCCCC1c1cccnc1 (stereo unspecified)
  9.2	0.1	4.9	17.4	100.0	-5.5	26.6	-6.8	-2.0	-7.4
- COc1ccc(OC(=O)CCCN2C(=O)c3ccccc3C2=O)cc1
  3.0	-1.7	-3.9	1.9	95.0	-4.4	-0.8	-1.9	1.8	-5.0
- COc1ccc(NC(=O)c2ccccc2NS(=O)(=O)c2ccc(CNC(C)=O)cc2)c(OC)c1
  -1.1	-0.7	-3.5	4.4	96.0	-8.0	10.3	14.4	5.9	-2.7
- CCOCCCn1c(SCC(=O)Nc2ccc(OC)cc2)nc2ccccc2c1=O
  8.9	-1.7	-3.9	-5.5	94.0	-4.8	-11.1	-2.5	2.4	-1.1
- O=C(O)CCC(=O)N1CCc2cc(S(=O)(=O)N3CCC(Cc4ccccc4)CC3)ccc21
  16.5	0.0	-0.2	-3.9	100.0	nt	-3.4	0.6	1.3	-6.0
- Cc1ccc(S(=O)(=O)c2cc3ccccc3oc2=Nc2ccc3c(c2)OCCO3)cc1
  -3.5	-3.0	-2.8	-3.7	104.0	-3.8	-0.5	-10.3	11.9	-6.0
- CC(C)COc1ccc(-c2nn(-c3ccccc3)cc2C(=O)Nc2nccs2)cc1
  4.7	-0.7	1.3	-2.1	93.0	1.3	0.3	0.2	3.0	-5.9
- Cc1cc(Br)ccc1NC(=O)CCN1C(=O)c2ccncc2C1=O
  -0.6	-1.5	-0.9	0.3	90.0	1.9	-0.7	-2.2	-7.2	-4.2
- CCN(CC)S(=O)(=O)c1cc(C(=O)Nc2cc(Cl)ccc2N2CCN(C)CC2)ccc1Cl
  25.6	-0.2	1.0	5.8	95.0	-7.0	5.3	-7.6	0.0	-5.5
- CCCCNC(=O)c1onc(CSc2ccc(F)c(F)c2)c1C(=O)NCCCC
  -4.4	-0.1	0.5	-27.5	94.0	2.6	-1.2	-2.9	-2.2	-12.9
- COc1ccc(-c2cn3ccsc3n2)cc1
  -30.6	-0.6	10.6	0.7	95.0	-54.0	1.0	-3.7	-6.4	nt
- Cc1ccc(S(=O)(=O)NCC(=O)N(c2ccccc2)C(C(=O)NCc2ccccc2)c2ccco2)cc1 (stereo unspecified)
  58.1*	0.6	4.0	-0.5	99.0	9.5	-0.7	-0.3	11.7	-4.6
- S=c1nn[nH]c2ccccc12
  -0.7	-1.2	4.2	-1.5	93.0	-6.6	-4.9	0.8	-0.5	-9.1
- Cc1ccc(O)c(N=Cc2cc(Cc3ccccc3)cc([N+](=O)[O-])c2O)c1
  28.4	2.1	-4.2	2.1	104.0	0.5	1.1	2.2	5.0	-4.5
- COc1ccc(-c2csc(NC(=O)Cc3ccccc3)n2)cc1OC
  4.1	-0.6	13.8	-5.4	85.0	1.2	-2.7	-5.9	-0.8	-16.0

2 records picked at random from those above, as already listed:
Sequence of screens – Cardio protect	MC4R barr agon	HTR2A ag	ABHD5-PLIN5 inh	ABCB6 inh 2	PDI inh	Granule exo inh	N-glyco inh	MC4R antag cAMP	CaV13 ICDI inh
- S=c1nn[nH]c2ccccc12
  -0.7	-1.2	4.2	-1.5	93.0	-6.6	-4.9	0.8	-0.5	-9.1
- Cc1ccc(O)c(N=Cc2cc(Cc3ccccc3)cc([N+](=O)[O-])c2O)c1
  28.4	2.1	-4.2	2.1	104.0	0.5	1.1	2.2	5.0	-4.5

(continued)
Sequence of screens – Cardio protect	MC4R barr agon	HTR2A ag	ABHD5-PLIN5 inh	ABCB6 inh 2	PDI inh	Granule exo inh	N-glyco inh	MC4R antag cAMP	CaV13 ICDI inh
- COC(=O)c1ccc(NC(=O)CN2C(=O)C3C4C=CC(C4)C3C2=O)cc1 (stereo unspecified)
  2.3	-1.4	5.0	-2.0	101.0	6.9	-4.7	1.1	1.4	-8.1
- CC(C)NC(=S)NC(=O)/C=C/c1ccc(F)cc1
  -6.4	6.7	-1.9	-6.6	96.0	-13.7	2.1	-8.7	26.3	-3.4
- O=C(COC(=O)COc1ccccc1)Nc1ccc(Br)cc1Br
  -1.6	-1.3	-0.9	-1.9	99.0	-1.4	30.3	3.0	1.6	-5.9
- COc1ccccc1C(=O)COC(=O)c1cc(=O)[nH]c2ccccc12
  -4.9	1.6	7.0	-5.2	97.0	-0.7	-10.9	-0.4	1.2	-6.0
- COc1ccc(C(=O)/C=C(\C)Nc2ccc3c(c2)OCO3)cc1
  -0.7	-0.9	1.3	-2.3	102.0	3.1	-6.5	1.8	-2.3	-3.0
- COc1ccc(Cn2c(=O)[nH]c3cc(C(=O)NC4CCN(Cc5ccccc5)CC4)ccc32)cc1
  0.5	-0.8	-3.9	0.0	97.0	-4.9	-4.6	-7.5	4.8	-15.1
- CCOc1cccc(C2C(C(=O)c3ccco3)=C(O)C(=O)N2c2nnc(C)s2)c1 (stereo unspecified)
  1.4	-1.1	5.9	-4.7	98.0	2.0	6.9	0.9	11.3	-5.2
- O=C(CC1(O)C(=O)N(CCc2ccccc2)c2ccccc21)c1ccco1 (stereo unspecified)
  1.5	-1.5	4.0	0.1	98.0	2.1	-2.4	-1.0	25.5	nt
- COC(=O)CCCC1=CC2=C(c3ccccc3)C(=O)C(C)(OC(=O)C3CCCC3)C(=O)C2=CN1CCc1c[nH]c2ccccc12 (stereo unspecified)
  12.5	-1.1	-1.7	-11.4	110.0	5.5	-0.4	-3.8	13.0	-4.7
- CCc1ccc(NC(=O)CNCc2ccc(OC)c(OC)c2)cc1
  6.8	0.4	3.1	1.7	97.0	-1.5	-2.9	-0.4	3.0	-3.5
- O=C(Nc1ccc(OC(F)F)cc1)c1ccccn1
  -2.0	-0.2	1.7	-1.6	98.0	1.6	-9.2	-1.5	6.1	-3.6
- CC(C)(C)OC(=O)C[C@@H]1C/C=C\C[C@@H](CC(=O)N(CCO)Cc2ccccc2)C(=O)NCCOC1=O
  11.7	-1.1	3.6	-7.2	96.0	-0.4	9.1	1.1	1.6	-3.6
- COCCn1c(Cc2ccccc2)nnc1SCC(=O)NC1CC1
  -5.0	-0.7	1.4	-2.6	98.0	-5.2	-0.9	0.5	4.0	-3.2
- COc1ccc(Nc2nc(CC(C)=O)ns2)cc1
  0.2	-2.2	-0.9	-6.6	107.0	-3.8	-5.4	3.0	1.9	nt
- CCOC(=O)C(=CNc1ccc(C)cc1C)C(=O)OCC
  -2.4	2.8	2.3	-9.0	96.0	2.0	-2.6	0.7	3.0	-3.3
- Cc1cccc(NC(=O)COc2ccccc2C(=O)NC(C)c2ccccc2)c1 (stereo unspecified)
  -6.6	6.7	0.1	2.4	97.0	9.1	2.1	0.8	10.5	nt
- CCCCCCCCCCCCCCCC(O)C[N+](C)(C)CCO (stereo unspecified)
  -12.3	5.9	-0.6	5.5	93.0	14.0	-8.8	-9.8	24.4	-5.1
- CCCOc1ccc(C(=O)Nc2ccc(S(=O)(=O)Nc3onc(C)c3C)cc2)cc1
  -9.0	1.7	3.3	21.1	102.0	-4.5	-4.0	0.8	-7.2	1.6
- CCOc1cc(-c2nc(-c3ccc(C)nc3OCC)no2)cc(OCC)c1OCC
  -7.1	-0.8	5.2	-0.1	96.0	-6.2	1.8	0.5	8.8	-6.9
- COCCNC(=S)NN=C1CCCCCC1
  -14.2	-0.9	-1.9	-1.5	97.0	-7.1	1.4	0.8	4.5	5.8
- COC(=O)c1ccc2nccnc2c1
  1.4	-1.3	1.4	-0.3	105.0	1.7	-0.7	2.1	8.3	-3.3
- CC(C)(C)c1ccc(SCC(N)=O)cc1
  -6.7	-1.2	2.7	1.9	101.0	4.1	0.3	1.4	4.4	nt
- COc1cccc(CN2CCN(Cc3cc4ccccc4[nH]3)CC2CCO)c1 (stereo unspecified)
  5.5	0.5	-3.0	1.7	96.0	8.7	15.6	-2.4	12.3	-5.6
- COc1ccc(C(=O)CSc2nc3ccccc3n2CC(=O)c2ccccc2)cc1
  -0.5	-2.5	-2.2	-2.8	101.0	-2.0	-3.3	-4.1	10.2	-7.8
- Cc1onc(-c2ccccc2Cl)c1C(=O)N1CC(C)OC(C)C1 (stereo unspecified)
  -5.0	-1.2	-3.3	1.6	98.0	-32.4	-1.1	2.5	11.0	-8.2
- CCN(CC)C(=O)CSc1nnc(CSc2ncccn2)n1C
  -3.3	-1.2	1.2	-4.0	102.0	-2.6	-3.7	1.5	2.1	4.0
- CN(CC(=O)Nc1ccccc1N1CCOCC1)S(=O)(=O)c1ccc(Cl)cc1
  -1.3	0.5	3.9	-3.7	84.0	7.6	-2.7	1.5	1.5	nt
- Cc1ccc(NC(=O)CN2C(=O)NC(C)(C3CC3)C2=O)c(C)c1 (stereo unspecified)
  -4.4	1.5	7.9	0.8	100.0	4.5	2.2	3.1	2.5	-1.9
- S=C1SCN(CCc2ccccc2)CN1CCc1ccccc1
  -8.7	1.0	8.8	6.8	94.0	7.3	0.6	3.9	9.2	-9.5
- Nc1nc(SCC(=O)N2N=C3/C(=C/c4ccco4)CCCC3C2c2ccco2)n[nH]1 (stereo unspecified)
  0.8	-0.2	-2.3	8.2	96.0	-7.4	-1.0	3.5	2.8	nt
- O=C(NCc1ccco1)c1c[nH]c2ccc(S(=O)(=O)N3CCOCC3)cc2c1=O
  16.1	-0.2	-6.2	6.5	107.0	-7.7	0.8	1.7	-1.1	nt
- Cc1ccc([N+](=O)[O-])cc1N(CC(=O)NC1CCCC1)S(C)(=O)=O
  4.4	-1.8	9.0	3.6	97.0	12.3	10.3	-0.8	5.9	-1.4
- CCOC(=O)c1ccc(CNC(=O)C2CCC(=O)N(Cc3cccc(OC)c3)C2)o1 (stereo unspecified)
  -0.2	-2.6	-5.0	-9.6	97.0	-4.1	-2.8	-0.7	3.7	-6.4
- CCCCn1c(N)c(N(CC(C)C)C(=O)C2CCN(S(=O)(=O)c3ccccc3)CC2)c(=O)[nH]c1=O
  2.0	-3.6	2.3	-3.8	101.0	-3.4	-2.5	-0.7	13.2	-7.0
- CC(Oc1ccc(Br)cc1)C(=O)Nc1ccc(S(=O)(=O)NC2=NCCCCC2)cc1 (stereo unspecified)
  -6.3	0.2	0.1	-9.7	101.0	-1.4	-4.2	-3.2	8.6	-2.4

Assay outcomes as filed in PubChem BioAssay.
